HP1b chromo inh: inhibitors of HP1-beta chromodomain binding to methylated histone tails. P83916. AlphaScreen HP1-beta / biotin-H3K9me3 peptide binding. Potency, µM (doses to about 114 µM), for the others: at the top dose activity change, negative = inhibition, actives largely listed as inhibitors. actives 0.56% (n = 390,000). AID 540317; note: potency is the fitted concentration of half-maximal effect; nearly all actives have a fitted effect of over 70% in size; inactives centre near 23
Target sequence (P83916 whole entry, looked up): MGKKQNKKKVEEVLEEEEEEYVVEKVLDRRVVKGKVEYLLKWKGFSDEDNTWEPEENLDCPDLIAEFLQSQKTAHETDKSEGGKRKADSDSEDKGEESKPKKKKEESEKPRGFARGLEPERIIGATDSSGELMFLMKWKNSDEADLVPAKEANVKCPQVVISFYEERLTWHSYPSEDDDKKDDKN
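HP1-beta protein (50 nM final) preincubated 30 min at room temperature with biotinylated H3(1-18)K9me3 peptide (50 nM) in PBS pH 7.4, 0.01% Tween-20, then compound added for 30 min. AlphaScreen streptavidin donor/nickel chelate acceptor beads (10 ug/mL final), 30 min dark, luminescence read.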
GLS inhibitor: glutaminase GLS (human) inhibition; Potency, µM (doses to about 45.5 µM), for the others: top-dose activity change, negative = inhibition, actives largely listed as inhibitors; O94925; actives 0.21% (n = 410,000); GLS enzymatic activity, qHTS titration; AID 624170; note: potency is the fitted concentration of half-maximal effect; % is set by controls: 0 for no effect and ±100 for the full control effect
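Compounds were pin-transferred onto hKGA, after which L-glutamine (1 mM solution) and a detection mix of glutamate oxidase, HRP and Amplex Red were added. Initial and 30 min RT fluorescence reads were collected.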
ERG-DNA inh: ERG Ets/DNA interaction inhibition | AID 624246 | actives 0.028% (n = 370,000) | Potency, µM (titrated, usually from 76.9 µM), for inactives: at the top dose FP activity, negative = inhibition, actives largely listed as inhibitors | fluorescence polarization, His-ERG Ets domain / labelled DNA; active = well fitted inhibition curve with a large enough effect in the polarisation, with a control signal flat; inconclusive = small, poorly fitted or top-dose-only effect, or effect the other way, or a change in a side signal; inactive = no such curve, though single readings can be large or run the other way; the % refers to the polarisation;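 note: polarization taken with two DNA probes labelled with fluorescein and Texas red; potency is the fitted concentration of half-maximal effect; % of control where 0% means no effect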
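His-tagged ERG Ets domain (1 uM in the protein solution; 300mM KCl, 50mM Tris-HCl, 1mM EDTA, 1mM DTT, pH 7.5) received compound, then a probe mix of 5 nM fluorescein-DNA and 100nM Texas-615-DNA. Fluorescence polarization was read for both dyes.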
G9a block: blocks human histone lysine methyltransferase G9a; Q96KQ7; G9a H3K9 monomethylation, AlphaScreen, 2 h; actives 8.8% (n = 350,000); Potency, µM (doses to about 102 µM), for inactives: at the top dose activity, negative = inhibition, usual class: inhibitors; note: potency is the fitted concentration of half-maximal effect; % is set by controls: 0 for no effect and ±100 for the full control effect; nearly all actives have a fitted effect of over 75% in size
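G9a (20 nM) was preincubated 15 min with compound, then reacted 2 h at room temperature with 500 nM biotin-H3K9 peptide and 20 µM SAM. Monomethyl-H3K9 detected by AlphaScreen using anti-H3K9me1 antibody.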
JMJD2A Tudor inh: inhibitors of human JMJD2A Tudor domain | O75164 | actives 4.4% (n = 390,000) | AlphaScreen JMJD2A-Tudor / H3K4me3 peptide binding | AID 504339 | Potency, µM (highest dose often 114 µM), without a hit: at the highest dose activity change, negative = inhibition, most hits filed as inhibitors; note: potency is the fitted concentration of half-maximal effect; % is set by controls: 0 for no effect and ±100 for the full control effect; nearly all actives have a fitted effect of over 50% in size
BAZ2B inh: blocks human BAZ2B | AlphaScreen BAZ2B-H3K14Ac peptide displacement | AID 504333 | Potency, µM (highest dose often 114 µM), for inactives: at the highest dose activity change, negative = inhibition, usual class: inhibitors | Q9UIF8 | actives 4.4% (n = 360,000); note: potency is the fitted concentration of half-maximal effect; % is set by controls: 0 for no effect and ±100 for the full control effect; nearly all actives have a fitted effect of over 60% in size
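Compounds, titrated to a top concentration of 110 uM, were incubated 30 min at room temperature with preformed BAZ2B/acetyl-K14 H3 peptide complex (50 nM each). Proximity signal was measured by AlphaScreen after 20 min with beads.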
12-LOX inh: blocks human arachidonate 12S-lipoxygenase; P18054; purified 12hLO, xylenol orange hydroperoxide absorbance; Potency, µM (titrated, usually from 108 µM), inactives show at the highest dose activity change, negative = inhibition, usual class: inhibitors; actives 1.1% (n = 580,000); AID 1671190; note: potency is the fitted concentration of half-maximal effect; % is set by controls: 0 for no effect and ±100 for the full control effect
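Purified human 12hLO at 150 nM in 25 mM Hepes, 0.01% Triton X-100, pH 7.0, preincubated 15 min at room temperature with compound. Reaction started with 40 uM arachidonic acid, 30 min at room temperature. Hydroperoxide measured by Fe-xylenol orange, 573/405 nm absorbance ratio.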
PI4K2A inh: blocks human PI4K2A kinase activity | AID 1346378 | activity change, negative = inhibition, % at 76.9 µM | purified PI4K2A, ADP-Glo luminescence, 1 h; stronger effect = lower value | actives 0.13% (n = 420,000) | Q9BTU6; in the data active = activity change below about -50%; inconclusive = mostly about -30% to -49%;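 note: -100% = wells without enzyme as full effect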
Target sequence (Q9BTU6 whole entry, looked up): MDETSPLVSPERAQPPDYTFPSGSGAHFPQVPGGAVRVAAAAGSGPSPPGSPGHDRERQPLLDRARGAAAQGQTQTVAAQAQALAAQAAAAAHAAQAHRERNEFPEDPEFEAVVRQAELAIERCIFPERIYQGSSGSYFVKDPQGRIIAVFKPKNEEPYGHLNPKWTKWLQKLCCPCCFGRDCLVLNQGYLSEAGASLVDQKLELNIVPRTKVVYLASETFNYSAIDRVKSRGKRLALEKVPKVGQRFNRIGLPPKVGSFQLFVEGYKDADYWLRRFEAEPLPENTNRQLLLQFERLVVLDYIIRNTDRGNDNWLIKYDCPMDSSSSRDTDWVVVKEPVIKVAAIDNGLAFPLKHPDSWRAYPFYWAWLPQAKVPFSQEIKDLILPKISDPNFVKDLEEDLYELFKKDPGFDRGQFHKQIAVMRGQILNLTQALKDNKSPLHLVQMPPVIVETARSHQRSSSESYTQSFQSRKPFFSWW
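In this quantitative HTS, ADP production by PI4K2A was quantified luminescently after 1 h at ambient temperature; 100 microM adenosine served as plate-quality control.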
RGS4 inhibitor: human RGS4 inhibition; AID 504845; actives 0.039% (n = 390,000); Transcreener GDP fluorescence polarization, RGS4-accelerated GTP hydrolysis; Potency, µM (titrated, usually from 114 µM), without a hit: top-dose activity change, negative = inhibition, actives largely listed as inhibitors; P49798; note: potency is the fitted concentration of half-maximal effect; % is set by controls: 0 for no effect and ±100 for the full control effect; nearly all actives have a fitted effect of over 75% in size; some results filed as inactive show a strong effect at the top dose
Target sequence (P49798 whole entry, looked up): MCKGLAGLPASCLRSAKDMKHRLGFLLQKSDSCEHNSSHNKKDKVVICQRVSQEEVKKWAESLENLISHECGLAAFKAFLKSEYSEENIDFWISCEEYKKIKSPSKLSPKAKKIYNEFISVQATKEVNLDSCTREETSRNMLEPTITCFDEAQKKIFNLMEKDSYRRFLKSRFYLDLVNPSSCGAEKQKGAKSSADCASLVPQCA
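MLSMR compounds (23 nl, pin-transferred) preincubated 10 min at room temperature with a 500nM (2x) first reagent, then RGS4 at 900nM (2x) plus Transcreener GDP mix added; fluorescence polarization (620/688 nm) read before and after 90 min at 30 °C.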
Active calls of the source: *; i = inactive; ? = inconclusive; / = not tested or not shown; & = joins results of further samples; [ ] = remark or other dose. Unless noted, calls come from the whole dose curve; as a rule, active = well fitted curve in the direction sought with a large enough effect; inconclusive = small, poorly fitted or top-dose-only effect, or another doubt; inactive = no such curve, though single readings can be large; an effect the other way counts as inactive or inconclusive.

SMILES	HP1b chromo inh	GLS inhibitor	ERG-DNA inh	G9a block	JMJD2A Tudor inh	BAZ2B inh	12-LOX inh	PI4K2A inh	RGS4 inhibitor
O=c1c2ccccc2nc(SCc2nnc(-c3ccccc3Br)o2)n1Cc1ccco1	22%	-2%	/	25%[59 µM]	-15%	3%	12%&7%	1	-28%
COc1ccc(CNC(=O)C[C@H]2C[C@H](C(=O)N(C(C)C)C(C)C)[C@@]3(C)c4[nH]c5cc(-c6ccco6)ccc5c4CCN3C2=O)cc1OC	?	3%	11%	/	?	/	-12%	-6	-24%
CCCCn1cc(S(=O)(=O)c2cc(C)ccc2C)c(=O)c2cc(F)c(F)cc21	54%[activator]	5%	4%	-1%[59 µM]	3%	3%	-11%	0	-6%
N=c1oc2ccccc2cc1C(=O)N/N=C/c1ccccc1	11%	8%	13%	/	-29%	-5%	197%[activator]	4	30%
Cc1ccc(C(=O)Nc2ncccc2S(=O)(=O)c2ccccc2)cc1	31%	-9%	1%	-2%	-10%	-19%	-4%	2	-8%
CSc1ccc(/C=C/c2nc3ccccc3n2S(=O)(=O)c2ccc(F)c(C)c2)cc1	37%[activator]	5%	-19%	-1%[59 µM]	-22%	1%	2%	?	17%
CCc1cccc(C)c1NS(=O)(=O)c1cccs1	40%[activator]	9%	6%	?	2%	4%	-13%	0	-36%
COc1ccc(OC)c(NC(=O)CN(C)S(=O)(=O)c2ccc3nc(C)sc3c2)c1	16%	1%	3%	-20%	-12%	?	0%	1	-6%
Nc1ccc(N2CCOCC2)c(S(=O)(=O)Nc2cc(Cl)ccc2Cl)c1	2%	24%	4%	35µM*	?	-35%	0%	-1	-19%
CCn1c(SCC(=O)Nc2ccc(C)cc2)nnc1-c1ccc(O)cc1	13%	1%	10%	-5%[59 µM]	-31%	11%	0%	1	18%
Cc1cc(N2CCN(S(=O)(=O)c3ccccc3)CC2)nc2c(C)cccc12	42%[activator]	-4%	-5%	53%[activator]	3%	9%	404%[activator]	3	0%
CC(C)Oc1ccc(C(=O)N2CCC(c3nc4ccccc4o3)CC2)cc1	58%[activator]	-2%	2%	3%[59 µM]	-6%	?	12%&-17%	4	14%
N#Cc1ccc(NCC(=O)Nc2ccc(S(=O)(=O)N3CCCCC3)cc2)cc1	26%	-12%	10%	-6%[12.7 µM]	-16%	-4%	-29%	5	-11%
O=C(/C=C/c1ccc(Br)cc1)NCCCn1ccnc1	11%	0%	-1%	/	-19%	-7%	1%	3	-18%
COc1ccc(-n2nc(C(=O)NCC(=O)N3CCN(c4ccc(F)cc4)CC3)c3ccccc3c2=O)c(OC)c1	22%	15%	12%	-16%	-23%	-11%	21%	2	13%
C=C(C)CNC(=S)N/N=C/C1=CCC2CC1C2(C)C (stereo not drawn)	10%	10%	7%	34%[activator][59 µM]	-23%	?	?	-3	-18%
COc1ccccc1CNC(=O)CSCc1cnn(-c2ccccc2)c1-n1cccc1	-7%	0%	4%	-9%	7%	-32%	-4%	2	-26%
O=C(CC1C(=O)NCCN1Cc1c(F)cccc1Cl)NCCCn1ccnc1 (stereo not drawn)	34%	5%	1%	/	-10%	-8%	-4%	-3	18%
CCOc1ccc(/C=C/c2nc3ccccc3n2S(=O)(=O)c2cccc(Cl)c2)cc1	24%	4%	1%	-4%[59 µM]	-14%	/	-3%	-70*	13%
O=C(Nc1ccccc1F)Nc1ccccc1OC(F)F	56%[activator]	12%	-8%	43%	-13%	2%	-12%	-1	24%[11.4 µM]
O=C(CC(c1ccccc1)c1ccccc1O)NCCc1ccccc1 (stereo not drawn)	23%	10%	16%	17%	-11%	-13%	?	7	-3%
CC(=O)NNC(=O)c1cc2sccc2s1	15%	-16%	-15%	/	-6%	5%	284%[activator]	2	1%
CCc1ccc(NC(=O)CSc2nnnn2-c2cccnc2)cc1	18%	8%	6%	/	-2%	-38%	0%	1	34%
CCN=c1scc(C)n1/N=C/c1cc(Br)c(O)c(Br)c1	?	-12%	-1%	10µM*	?	45µM*	25µM*	-6	-39%
CC(C)(C)OC(=O)NCC12C=CC(O1)C1C(=O)N(Cc3ccccc3)C(=O)C12 (stereo not drawn)	35%	0%	1%	10µM*	-8%	0%	0%	-6	?
SMILES	HP1b chromo inh	GLS inhibitor	ERG-DNA inh	G9a block	JMJD2A Tudor inh	BAZ2B inh	12-LOX inh	PI4K2A inh	RGS4 inhibitor
Cc1ccc(N2CC(NC(=O)c3ccc(S(=O)(=O)N4CCOCC4)cc3)CC2=O)cc1 (stereo not drawn)	36%	3%	2%	6%[59 µM]	-8%	-3%	-5%&-29%	3	-25%
CCN(Cc1ccncc1)Cc1nc(-c2ccc(C(=O)OC)cc2)no1	20%	3%	2%	/	-6%	-4%	19%	-2	14%
O=C(Nc1ccc(S(=O)(=O)NCC2CCCO2)cc1)c1cccc(F)c1 (stereo not drawn)	-31%	5%	10%	8%	-21%	12%	1%	2	-5%
COc1ccc2ccc(=O)oc2c1CC(=O)C(C)C	25%	3%	-5%	/	-7%	/	48%[activator]	0	14%
CCOC(=O)c1sc(Nc2ccccc2)nc1C	30%	14%	-16%	6%	1%	3%	?	-5	-26%
CCc1noc(C)c1C(=O)Nc1cccc2ncccc12	17%	-1%	3%	/	-8%	-12%	i	-1	22%
Cc1cccc(OCCCC(=O)Nc2ccccc2C(F)(F)F)c1	37%	0%	-8%	23%	-1%	-1%	-16%	-7	6%
C[C@@H]1CN(Cc2nc(-c3cccs3)no2)C[C@H](C)O1	7%	4%	3%	-8%[12.7 µM]	-4%[11.4 µM]	-10%	3%	5	-2%[11.4 µM]
Cc1cc(C)cc(OCCNC(=O)C(C)N2C(=O)c3ccccc3C2=O)c1 (stereo not drawn)	26%	-2%	-14%	12%[59 µM]	-12%	-15%	?	0	-11%
CC(=O)N1CCCc2cc(S(=O)(=O)N(CC(C)C)CC(C)C)ccc21	4%	-15%	6%	-35%[12.7 µM]	-6%[11.4 µM]	6%	0%[57.4 µM]	13	0%[11.4 µM]
Cc1ccc(C(=O)N/C(=C\c2cccs2)C(=O)NCCCn2ccnc2)cc1C	13%	9%	-11%	12%	?	50µM*	9%	6	29%
N#CCC(=O)N/N=C/c1cn(Cc2ccc(Cl)cc2Cl)c2ccccc12	13%	12%	1%	19%	-20%	-22%	455%[activator]	0	-39%
COc1cc(C)c(S(=O)(=O)NOCc2ccc([N+](=O)[O-])cc2)c(C)c1C	0%	-3%	-10%	29%	-8%	-26%	-10%	-2	-1%
COc1cc(SC)ccc1C(=O)Nc1ccccc1	31%	2%	-5%	2%[59 µM]	12%	67%[activator]	0%	1	9%
C/C(=C/C(=O)O)C(=O)Nc1cccc(C(F)(F)F)c1	18%	-5%	3%	-49%	-5%	/	-1%	-4	3%
Cc1cc(Nc2ccccc2)n(-c2ccc(Br)cc2)n1	17%	9%	6%	50µM*	6%	8%	0%	-12	10%
COc1ccc(C(CC(=O)Nc2ccc(OC)c(OC)c2)N2Cc3ccccc3C2=O)cc1 (stereo not drawn)	12%	-2%	14%	-26%[59 µM]	-27%	79µM*	-3%	0	-6%
Cc1ccccc1OCC(=O)Nc1ccccc1OCc1cc(=O)n2ccccc2n1	32%[57 µM]	7%	4%	1%[59 µM]	1%	8%	-4%	4	-7%
Cn1c(=O)c2c(nc(Oc3ccc(-c4ccccc4)cc3)n2C)n(C)c1=O	20%	3%	/	-26%[12.7 µM]	-20%	11%	11%	-2	0%
O=C(CCNS(=O)(=O)c1ccc(Br)cc1)NCc1ccc(Cl)cc1	19%	22%	-2%	4%[59 µM]	?	-4%	-15%	-1	-26%[56.9 µM]
O=C(CSc1nc(-c2ccc(Cl)cc2)cs1)Nc1cccc([N+](=O)[O-])c1	11%	3%	1%	10%[59 µM]	-25%	-38%	-12%	-1	-7%
Cc1ccc(C)c(NC(=S)N2CCN(c3ccccn3)CC2)c1	23%	-6%	-2%	/	-18%	-8%	-4%	-2	22%
COC(=O)c1cccc(NC(=O)CCc2ccccc2)c1	12%	5%	4%	?	-4%	-14%	0%	-3	21%
CC(C)Oc1ccc(CNC(=O)c2cc3ccccn3n2)cc1	20%	4%	4%	-8%[59 µM]	-9%	-10%	-4%	-2	-2%
Cc1c(NS(=O)(=O)c2ccc(S(=O)(=O)c3ccccc3)s2)c(=O)n(-c2ccccc2)n1C	5%	-1%	12%	/	-14%	-3%	i	1	-3%
C[C@H](NC(N)=O)C(=O)OCC(=O)Nc1ccc(OC(F)F)cc1	24%	-2%	-4%	6%	2%	-10%	?	0	-11%
Cc1ccc(NC(=O)c2ncn(CCCNCCCc3ccccc3)n2)cc1C	10%	1%	-5%	/	-21%	/	-14%	-3	16%
COc1cccc(CNC(=O)c2ccc(-c3nc(CS(=O)c4ccccc4)c(C)o3)cc2)c1 (stereo not drawn)	6%	-2%	-2%	?	-22%	-38%	-24%	-1	2%
COc1cccc(/C=N/N2CCN(C3c4ccccc4-c4ccccc43)CC2)c1O	9%	-3%	-8%	35µM*	?	-37%	7%	0	-19%

Looked up one by one from the list above:
SMILES	HP1b chromo inh	GLS inhibitor	ERG-DNA inh	G9a block	JMJD2A Tudor inh	BAZ2B inh	12-LOX inh	PI4K2A inh	RGS4 inhibitor
Cc1ccc(N2CC(NC(=O)c3ccc(S(=O)(=O)N4CCOCC4)cc3)CC2=O)cc1 (stereo not drawn)	36%	3%	2%	6%[59 µM]	-8%	-3%	-5%&-29%	3	-25%
Cn1c(=O)c2c(nc(Oc3ccc(-c4ccccc4)cc3)n2C)n(C)c1=O	20%	3%	/	-26%[12.7 µM]	-20%	11%	11%	-2	0%

The list is partial; rates above refer to the full screens.
